TDP1 inh – inhibitors of human tyrosyl-DNA phosphodiesterase TDP1. recombinant TDP1, AlphaScreen DNA substrate cleavage. 350,000 compounds, 0.28% hits. Q9NUW8. Potency, µM (doses to about 130 µM), inactives show at the top dose activity change, negative = inhibition, most hits filed as inhibitors; active = well fitted inhibition curve with a large enough effect; inconclusive = small, poorly fitted or top-dose-only effect; inactive = no such curve, though single readings can be large or run the other way; note: nearly all actives have a fitted effect of over 40% in size
Target sequence (Q9NUW8 whole entry, looked up): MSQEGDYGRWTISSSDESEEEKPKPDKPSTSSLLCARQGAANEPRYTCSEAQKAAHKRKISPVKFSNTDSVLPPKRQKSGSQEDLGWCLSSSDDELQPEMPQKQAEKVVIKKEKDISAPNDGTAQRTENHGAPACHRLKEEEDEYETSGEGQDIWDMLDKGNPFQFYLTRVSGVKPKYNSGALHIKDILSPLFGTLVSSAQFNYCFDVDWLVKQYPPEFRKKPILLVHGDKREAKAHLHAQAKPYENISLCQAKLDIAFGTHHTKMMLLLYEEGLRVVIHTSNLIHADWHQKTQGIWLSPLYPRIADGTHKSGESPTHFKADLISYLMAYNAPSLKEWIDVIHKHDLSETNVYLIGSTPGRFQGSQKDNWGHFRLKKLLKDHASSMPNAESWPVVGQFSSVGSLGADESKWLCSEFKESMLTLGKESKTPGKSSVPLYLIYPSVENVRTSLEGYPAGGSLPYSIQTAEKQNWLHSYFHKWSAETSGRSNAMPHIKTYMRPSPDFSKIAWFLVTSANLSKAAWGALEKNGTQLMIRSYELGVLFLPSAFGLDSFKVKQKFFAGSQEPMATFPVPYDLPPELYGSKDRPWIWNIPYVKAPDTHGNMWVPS
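Signal: AlphaScreen proximity between streptavidin donor and anti-FITC acceptor beads on intact substrate. Reaction: Tdp1 1 nM, substrate 15 nM final, 5 min RT after 15 min compound preincubation.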
An asterisk follows results filed as active; u = inconclusive; & = joins results of further samples; [ ] = another dose, or the depositor's remark. % is set by controls: 0 for no effect and ±100 for the full control effect; potency is the fitted concentration of half-maximal effect. A portion of the library, so the mix of outcomes need not match the whole.

SMILES	TDP1 inh
CC(=O)OC[C@H]1O[C@@H](O/N=C/C[C@@H]2C=C[C@H](OC(C)=O)[C@@H](COC(C)=O)O2)[C@H](OC(C)=O)[C@@H](OC(C)=O)[C@@H]1OC(C)=O	3%
CCCCn1c(=O)c(CCC(=O)OCC(=O)Nc2ccc(C)c(Cl)c2)nc2ccccc21	1%
CC(C)C[C@@H](CC(=O)N[C@H](CC(=O)N[C@@H]1CCCC[C@H]1C(=O)N[C@H](CC(=O)N[C@@H](CCC(=O)O)CC(=O)O)Cc1ccccc1)C(C)C)NC(=O)[C@@H]1CNCC[C@H]1N	7%
CCC1=C(OC(=O)N(CC)CC)N2C(=O)OC(=NCCOC)[C@]2(C)[C@H]2C1=CC[C@H]1C(=O)N(C)C(=O)[C@H]12	4%
Cc1ccc(S(=O)(=O)c2cnc(SCC(=O)Nc3ccc4c(c3)OCCO4)[nH]c2=O)cc1	5%
COC(=O)C1CC1C(NC(=O)[C@H]1CCCCN1)c1ccccc1 (stereo not given in full)	3%
CCNC(=S)N/N=C/c1ccc(F)cc1	5%
CC1CC2OC2/C=C\C=C/C(=O)Cc2c(Cl)c(O)cc(O)c2C(=O)O1 (stereo not given)	2%
CC[C@H](C)[C@H](NC(=O)[C@H](CCC(=O)O)NC(=O)[C@H](CO)NC(=O)[C@@H](NC(=O)[C@H](C)N)C(C)C)C(=O)N[C@@H](CCC(N)=O)C(=O)N[C@@H](CC(C)C)C(=O)N[C@@H](CCSC)C(=O)N[C@@H](Cc1cnc[nH]1)C(=O)N[C@@H](CC(N)=O)C(=O)N[C@@H](CC(C)C)C(=O)NCC(=O)N[C@@H](CCCCN)C(=O)N[C@@H](Cc1cnc[nH]1)C(=O)N[C@@H](CC(C)C)C(=O)N[C@@H](C)C(=O)N[C@@H](CO)C(=O)N[C@H](C(=O)N[C@@H](CCC(=O)O)C(=O)N[C@@H](CCCNC(=N)N)C(=O)N[C@@H](CCSC)C(=O)N[C@@H](CCC(N)=O)C(=O)N[C@@H](Cc1c[nH]c2ccccc12)C(=O)N[C@@H](CC(C)C)C(=O)N[C@@H](CCCNC(=N)N)C(=O)N[C@@H](CCCCN)C(=O)N[C@@H](CCCCN)C(=O)N[C@@H](CC(C)C)C(=O)N[C@@H](CCC(N)=O)C(=O)N[C@@H](CC(=O)O)C(=O)N[C@H](C(=O)N[C@@H](Cc1cnc[nH]1)C(=O)N[C@@H](CC(N)=O)C(=O)N[C@@H](Cc1ccccc1)C(=O)O)C(C)C)C(C)C	11%
COC(=O)[C@H]1CC2(CC=C(C)C)C(=O)[C@@](CC=C(C)C)(C(=O)C(C(=O)c3ccccc3)=C2OC)C1(C)C (tested in a mixture with another compound)	10%
Cn1c(=O)n2n(c1=O)[C@H]1[C@H](O)[C@H]3O[C@H]3C(=O)[C@H]1CC2	-3%[21 µM]
O=c1c2c3c(sc2nc2n1CCCCC2)CCCCC3	-6%
COc1ccc(OC)c(C2CC(=O)Nc3c2c(=O)n(C)c2ncnn32)c1 (stereo not given)	3%
Cc1ccc(/C=C2/CNC/C(=C\c3ccc(C)cc3)C2=O)cc1	6%
c1coc(-c2nc3cc4ccccc4cc3nc2-c2ccco2)c1	u
CCCn1c(SCC(=O)Nc2nnc(CC)s2)nc2c1c(=O)n(C)c(=O)n2C	-5%
COc1ccc2nc3n(c(=O)c2c1)-c1cc(Cl)ccc1C(=O)NC3Cc1ccccc1 (stereo not given)	-1%
Cc1ccc(NC(=O)CCSc2ccccc2)c(C)c1	1%
CC(=O)Nc1ccccc1C(=O)C(=O)Nc1cccc(C(=O)NCc2ccc(C)cc2)c1	3%
CC1CCc2sc(C(=O)OC(C)C(=O)Nc3ncc(Cl)cc3Cl)cc2C1 (stereo not given)	8%
C=CCC(O)(/C=C/c1ccccc1)c1ccccc1 (stereo not given)	0%
CCCCCCCCCc1ccc(OCCOCCOCCOCCOCCOCCOCCOCCOCCO)cc1	6%
COc1ccc(C2Nc3ccccc3C(=O)N2CCCN(C)C)cc1COc1ccc(NC(C)=O)cc1 (stereo not given)	-1%
Cc1ccn2c(c1)nc(=O)c1cc(S(=O)(=O)N3CCCCC3)c(Cl)cc12	-2%
CCOC(=O)/C=C/CCC/C=C/C(=O)c1ccccc1	-4%
(cont.)
SMILES	TDP1 inh
CC(C)=CCC/C(C)=C/CO/N=C1/C[C@@H](O)[C@@H](O)[C@@H]2[C@@H]3C(=O)N(c4cccc(Oc5ccccc5)c4)C(=O)[C@H]3CC[C@H]12	5%[21 µM]
O=C(c1ccccc1)c1ccc(N2CCNCC2)cc1	7%
Cc1ccn2c(c1)nc(=O)c1cc(S(=O)(=O)N3CCC(C)CC3)c(Cl)cc12	5%
CN(C)c1ccccc1-c1csc(N2CCC(C(N)=O)CC2)n1	2%
CCCCCCN(C(=O)CCCCCN1C(=O)NC(c2ccc(C3CCCCC3)cc2)C(C(=O)OCc2ccccc2)=C1C)C(C(=O)NCCCC)c1ccc(OCC(=O)OC)c(C(=O)OC)c1 (stereo not given)	-1%&6%
Cc1c(P(=S)(c2ccccc2)c2ccccc2)[n+]2ccccc2n1CCc1ccccc1	5%
N[C@H](Cc1cc(I)c(Oc2cc(I)c(O)c(I)c2)c(I)c1)C(=O)O	6%[56.1 µM]
Cn1c(=O)c2c(nc(Oc3ccc(F)cc3)n2Cc2ccc(F)cc2)n(C)c1=O	-1%
Cc1cccc(N2CCN(C(=O)c3ccc4c(c3)NC(=O)C(CSCc3cccc(F)c3)N4)CC2)c1C (stereo not given)	1%
O=C1CCC=C1C(O)c1ccccc1 (stereo not given)	-4%&3%
COC(=O)C1=C2N(Cc3ccccc3)C(C)=C(C(=O)OC)C(c3ccccc3)N2C(=O)[C@](O)(C(=O)OC)C1 (stereo not given in full)	5%&6%[21 µM]
CC1CCC2C(=O)N3CCCC3C(=O)N2C1c1ccc(Br)cc1 (stereo not given)	1%&6%[21 µM]
Cc1ccc(N)cc1[N+](=O)[O-]	13%
CCOc1cccc(C2c3c(oc4cc(C)c(C)cc4c3=O)C(=O)N2CCCN(C)C)c1 (stereo not given)	2%
Cc1cccc(CSc2nnc(CCCCCN)o2)c1	2%
Cc1[nH]nc2nc3c(c(OC(=O)c4ccccc4)c12)c(=O)n(C)c(=O)n3C	3%
CN(C)CCCNCCCN	14%
COC(=O)[C@@]1(Cc2ccc(F)cc2)[C@H]2c3cc(C(=O)N(C)C)n(Cc4cccc5ccccc45)c3C[C@H]2CN1C(=O)c1ccccc1	17%
COC(=O)c1ccc(C(NC(=O)OCc2ccccc2)/C(=C/[C@@H](C)C(=O)NC2CCCCC2)c2cccnc2)cc1 (stereo not given in full)	12%
CC1(C)C(=O)C(c2ccccc2)=C2CN3C(=O)N(CCc4ccccc4)C(=O)C3(Cc3ccc(C(F)(F)F)cc3)C=C21 (stereo not given)	4%
CCn1nc(C)c(/C=C2\CCCC3=C2OC(N)=C(C#N)C3c2c(C)nn(CC)c2C)c1C (stereo not given)	3%
COC(=O)c1ccc2c(c1)N(Cc1cc(C)ccc1C)C(=O)c1ccccc1S2	2%
Cn1c(N)c(C(=O)COC(=O)c2ccc(S(=O)(=O)N3CCCCC3)cc2)c(=O)n(C)c1=O	8%
COC(=O)C1=C[C@@H](C(=O)OC)[C@@H]2C3=C(C(=O)[C@@]2(CC(C)C)NC(=O)c2ccccc2)[C@H](C)n2c(=O)n(-c4ccccc4)c(=O)n2[C@@H]3C1	12%
CN(C)CCn1nnnc1SCC1=C(C(=O)O)N2C(=O)[C@@H](NC(=O)Cc3csc(N)n3)[C@@H]2SC1	u

Exported as comma-separated lines: five of the compounds above
Structure,TDP1 inh
Cc1ccc(NC(=O)CCSc2ccccc2)c(C)c1,1%
COC(=O)C1=C[C@@H](C(=O)OC)[C@@H]2C3=C(C(=O)[C@@]2(CC(C)C)NC(=O)c2ccccc2)[C@H](C)n2c(=O)n(-c4ccccc4)c(=O)n2[C@@H]3C1,12%
c1coc(-c2nc3cc4ccccc4cc3nc2-c2ccco2)c1,u
O=C(c1ccccc1)c1ccc(N2CCNCC2)cc1,7%
CC1CCc2sc(C(=O)OC(C)C(=O)Nc3ncc(Cl)cc3Cl)cc2C1 (stereo not given),8%

Next section:
SMILES	TDP1 inh
COc1ccc(C(=O)CC2(O)C(=O)N(Cc3cccc(C(F)(F)F)c3)c3ccccc32)cc1 (stereo not given)	2%
CCc1nnc(NC(=O)c2ccc3c(c2)C(=O)N(CC(C)C)C3=O)s1	2%
O=c1cc(-c2ccc(O)cc2)oc2cc(OC3OC(CO)C(O)C(O)C3O)c(C3OC(CO)C(O)C(O)C3O)c(O)c12 (stereo not given)	8%
O=C1OCC2=C1C(c1ccc(F)cc1)CC(=O)N2c1ccc(F)cc1 (stereo not given)	4%
CC(C)N(C(=S)NC1CCCCC1)c1ccccc1	-5%
O=C(O)c1ccc(NS(=O)(=O)c2ccsc2C(=O)O)c(O)c1	-15%
CC1(C)O[C@H]2C[C@@H]3[C@H]4CCC5=CC(=O)CC[C@@]5(C)[C@]4(F)[C@@H](O)C[C@@]3(C)[C@@]2(C(=O)CCl)O1	2%[56.1 µM]
S=C([S-])NCCNC(=S)[S-].[Zn+2]	14µM*
COC(=O)C1=C(C(=O)OC)[C@@H]2N(C)c3ccccc3[C@@]23C[C@@H](CO)N(C(=O)c2ccco2)C3=N1	6%[12.3 µM]
COc1ccc2c(c1)O[C@@H](c1ccc3c(c1)OCO3)[C@H](OC(=O)N[C@H](C)C1CCCCC1)C2=O	7%
COc1ccc(C(=O)Oc2ccc(C(=S)N3CCCC3)cc2)cc1OC	3%
COc1ccc2c(c1)C(=O)[C@@H](OC(=O)NS(=O)(=O)c1ccc(C)cc1)[C@H](c1ccc(OC)c(Br)c1)O2	4%
CCOC(=O)C1=C(N)n2c(s/c(=C\c3cccnc3)c2=O)=C(C(=O)OCC)C1c1cccnc1 (stereo not given)	1%
COc1ccc(CNC(=O)COC(=O)c2cc(-c3ccco3)nc3ccccc23)cc1	-12%
COc1ccc2[nH]cc(C(=O)CN3CCCCC3C)c2c1 (stereo not given)	-1%
O=C(OCc1nc2ccccc2s1)c1cc2ccccc2oc1=O	5%
CC(C)=CCC1(CC=C(C)C)C(=O)C(C(=O)c2ccccc2)=C2OC(C)(C)CCC2(CC=C(C)C)C1=O (stereo not given)	10%[21 µM]
CN(Cc1ccccc1)C(=O)[C@H](Cc1ccc2ccccc2c1)NC(=O)[C@@H]1C[C@@H](O)CN1C(=O)c1cn(C)c2ccccc12	13%
COc1cccc([C@@H]2Oc3ccc(OC)cc3/C(=N/OC[C@@H](C)[C@H](OCc3ccccc3)C(C)C)[C@@H]2O)c1	5%[21 µM]
CCc1ccc(S(=O)(=O)/N=C2\C=CC(=O)c3ccccc32)cc1	8%
O=C(O)c1ccc(-c2ccc3cc(C45CC6CC(CC(C6)C4)C5)c(O)cc3c2)cc1	4%
CCc1ccc(C2CC(=O)Nc3c2c(=O)n(C)c2ncnn32)cc1 (stereo not given)	1%
CC(C)C[C@@H](CC(=O)N[C@@H](CCC(=O)O)CC(=O)O)NC(=O)[C@@H]1CNCC[C@H]1NC(=O)C[C@H](CCCN)NC(=O)C[C@H](Cc1c[nH]c2ccccc12)NC(=O)[C@@H]1CCCC[C@H]1N	4%
Oc1c(Cl)cc(Cl)c(Cl)c1Cl	10%
C=C/C(=C\C)C[C@@H](CC(=O)N[C@@H](CCC(=O)O)CC(=O)O)NC(=O)[C@@H]1CNCC[C@H]1NC(=O)C[C@@H](NC(=O)C[C@H](Cc1ccccc1)NC(=O)[C@@H]1CCCC[C@H]1N)C(C)C	-2%
More compounds
SMILES	TDP1 inh
CC(=O)OCc1cnc(C)c2oc(=O)c(C(=O)Nc3cccc(F)c3)cc12	1%
ICCc1ccccc1	-4%
C=CCOc1ccccc1OC[C@H](O)CNC(C)C	6%[56.1 µM]
CC(=O)Nc1ccc(NC(=O)CN(C)S(=O)(=O)c2ccc3c(c2)CCCC(=O)N3)cc1	-2%
FC(F)(F)c1ccc(CN2C[C@@H]3C(c4ccc(C(F)(F)F)cc4)C4(c5ccccc5)CC3(C4)[C@H]2c2ccccc2)cc1 (stereo not given in full)	10%
OC[C@@H]1[C@@H](c2ccc(F)cc2)C(c2ccc(F)cc2)=NN1c1ccccc1	u
CC(=O)Nc1ccc(C2C(C)CCC3C(=O)N4C(CCC(C)[C@@H]4c4ccc(NC(C)=O)cc4)C(=O)N32)cc1 (stereo not given in full)	8%[21 µM]
O=c1[nH]c2ccc(S(=O)(=O)N3CCN(S(=O)(=O)c4c(F)cccc4F)CC3)cc2[nH]c1=O	45µM*
C=C(C(=O)OC)C(NC(=O)OC)c1ccccc1 (stereo not given)	2%

Structures listed so far that bear a hit mark in TDP1 inh.
SMILES	TDP1 inh
S=C([S-])NCCNC(=S)[S-].[Zn+2]	14µM*
O=c1[nH]c2ccc(S(=O)(=O)N3CCN(S(=O)(=O)c4c(F)cccc4F)CC3)cc2[nH]c1=O	45µM*
